Compound activity (PubChem)
GPR151 activ: activators of human GPR151, primary screen, cell-based, PathHunter beta-arrestin, luminescence; AID 1508602, 2020; PathHunter beta-arrestin GPR151 cells; hit rate 1% among 650,000; G-protein coupled receptor 151 (Homo sapiens), Q8TDV0; activation, % at 11.2 µM; in the data active means activation above about 4.9%;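 further: 0% = median of compound wells and 100% = cells with positive control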
Target sequence (Q8TDV0 whole entry, looked up): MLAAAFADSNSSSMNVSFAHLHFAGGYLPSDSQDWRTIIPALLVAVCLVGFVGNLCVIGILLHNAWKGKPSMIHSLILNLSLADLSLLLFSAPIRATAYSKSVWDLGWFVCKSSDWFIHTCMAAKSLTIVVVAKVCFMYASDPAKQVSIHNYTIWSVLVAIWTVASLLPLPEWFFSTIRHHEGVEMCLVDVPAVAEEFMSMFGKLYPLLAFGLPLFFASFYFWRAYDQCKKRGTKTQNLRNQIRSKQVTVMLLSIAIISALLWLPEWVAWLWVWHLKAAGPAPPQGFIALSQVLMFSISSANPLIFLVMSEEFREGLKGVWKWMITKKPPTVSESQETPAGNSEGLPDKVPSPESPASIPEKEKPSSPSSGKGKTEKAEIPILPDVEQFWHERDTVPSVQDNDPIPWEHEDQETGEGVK
MITF primary: MITF inhibitors, primary screen, biochemical, AlphaScreen, human; Microphthalmia-associated transcription factor (Homo sapiens), O75030; AlphaScreen MITF homodimerization, bead proximity signal; inhibition, % at 2.6 µM; hit rate 0.91% among 650,000; AID 1259374, 2018; in the data active means inhibition above about 50%;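 further: 0% = vehicle wells with protein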
Target sequence (O75030 whole entry, looked up): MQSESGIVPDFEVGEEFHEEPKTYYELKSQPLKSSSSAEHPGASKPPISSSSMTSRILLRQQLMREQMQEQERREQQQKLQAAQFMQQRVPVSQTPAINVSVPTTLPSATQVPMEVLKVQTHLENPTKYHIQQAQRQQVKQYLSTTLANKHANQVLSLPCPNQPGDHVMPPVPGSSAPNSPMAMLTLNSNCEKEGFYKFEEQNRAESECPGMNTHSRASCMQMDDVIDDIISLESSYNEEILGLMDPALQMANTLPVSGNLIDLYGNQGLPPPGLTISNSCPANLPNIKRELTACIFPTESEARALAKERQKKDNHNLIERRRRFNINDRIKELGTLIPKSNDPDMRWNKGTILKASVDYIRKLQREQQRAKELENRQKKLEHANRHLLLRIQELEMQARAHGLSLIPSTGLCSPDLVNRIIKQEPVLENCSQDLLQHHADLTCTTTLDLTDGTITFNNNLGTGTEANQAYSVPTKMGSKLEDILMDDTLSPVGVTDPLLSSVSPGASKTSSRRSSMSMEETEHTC
TEAD-YAP inh: TEAD-YAP interaction inhibition, primary screen, TEAD-YAP interaction inhibitor project, luminescence, HEK-TIYL cells. TEAD-Gal4/YAP UAS-luciferase luminescence. hit rate 1.4% among 640,000. inhibition, % at 9.12 µM. AID 1259422, 2018; in the data active means inhibition above about 32%;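 further: 0% = median of test compound wells and 100% = reference inhibitor wells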
FBW7 act: FBW7 E3 ligase activators, primary screen, biochemical, AlphaScreen, human; F-box/WD repeat-containing protein 7 (Homo sapiens), Q969H0; hit rate 0.13% among 650,000; normalized activity (activation), % at 26.1 µM; AlphaScreen FBW7–phospho-cyclin E peptide binding, activator screen; AID 1259310, 2017; in the data active means normalized activity above about 1.9%;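 further: purified mutant Fbw7 with reduced substrate affinity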
* = called active by the depositor.

SMILES	GPR151 activ	MITF primary	TEAD-YAP inh	FBW7 act
COc1cc(Nc2nc(Nc3nc4ccccc4n3C)nc3c2ncn3CCN2CCCC2=O)cc(OC)c1OC	-1.2	-1	-8	-0.1
CC(C)NC(=O)[C@@H]1C[C@H](NCc2ccncc2)CN1C/C=C/c1ccccc1	0.9	-11	1	0.1
CCCCC1(C(=O)OC)NC(c2ccc(O)cc2)C2C(=O)N(c3ccccc3)C(=O)C21 (configuration not stated)	0.6	8	10	0.1
COc1ccc(CN2CCC(n3nccc3NC(=O)C3CC3)CC2)c(OC)c1OC	0.7	-4	5	0.1
CCOc1ccc(-n2c(SC)nc3c(sc(=S)n3-c3ccc(CC)cc3)c2=O)cc1	0.1	-8	-8	0.1
COc1ccccc1/C=C/C=N/NC(=O)CCC1C(=O)NN=C1C (configuration not stated)	-1.3	2	9	0.0
CCOCCCNC(=O)C(NC(=O)CNC(C)=O)c1ccc(C)cc1 (configuration not stated)	-0.3	-1	7	0.0
COc1ccc(-c2nc(-c3ccccc3)c(-c3cccs3)[nH]2)c(OC)c1	1.1	5	0	0.0
CC(O)CNc1nc2ccccc2n1CC(=O)NC(c1ccccc1)c1ccccc1 (configuration not stated)	0.5	7	-4	0.1
O=C(NCCc1nnc2n1CCN(Cc1ccccc1F)CC2)C1CCC1	1.3	0	0	-0.1
Cc1cc(=O)c(C(=O)O)nn1-c1cccc(C(F)(F)F)c1	-0.4	5	5	0.0
COCCOC(=O)C1=C(C)Nc2nnnn2C1c1ccc(O)cc1 (configuration not stated)	-1.2	5	-1	0.1
CSc1ccccc1N=CC1=C(O)CC(C)(C)CC1=O	1.7	-11	2	-0.1
O=C(CSc1n[nH]c(-c2ccccc2)n1)N1CCCCC1	-2.0	4	-29	0.0
Cc1cc(-c2cc(F)cc3c2OC(CNC(=O)c2n[nH]c(=O)[nH]2)C3)ccc1F (configuration not stated)	-0.1	-7	7	-0.1
CCOc1ccc(NS(=O)(=O)c2ccc(C)c(N)c2)cc1	1.8	4	7	-0.1
CCOc1ccc(N(CC(=O)Nc2cc(OC)ccc2OC)S(=O)(=O)c2ccc(Cl)cc2)cc1	0.3	7	8	-0.2
O=C(COc1ccccc1Cl)Nc1ccc(F)c(Cl)c1	2.3	3	-53	0.1
CC(=O)N1CCN(c2ccc([N+](=O)[O-])c(NCc3cccnc3)c2)CC1	0.8	11	-1	1.1
COc1cccc(NC(=O)NC2CCN(Cc3nnnn3Cc3ccc(F)cc3)CC2)c1	2.2	-11	2	-0.1
COc1ccc(OCCOc2ccc(C=C3C(=O)N(C)C(=O)N(C)C3=O)cc2)cc1	-0.2	-2	1	-1.0
COc1ccccc1-c1ccc(N(C)CC(OC)OC)nc1	1.0	8	-8	-0.4
CCOC(=O)c1ccc(S(=O)(=O)N2CCN(c3ccc(-c4ccco4)nn3)CC2)cc1	-1.9	12	3	0.5
CCCCN(C)CCNC(=O)c1ccc(Cn2c(=S)[nH]c3ccc(Br)cc3c2=O)cc1	-1.7	0	-9	0.0
CC(NC(=O)C1CCOCC1)c1nnc2n1CCN(Cc1ccc(Cl)cc1)CC2 (configuration not stated)	-1.2	-9	0	0.0
O=C(CCNS(=O)(=O)c1cccc2nonc12)NC1CCCC1	-0.6	6	-3	0.1
CCOC(=O)C(C)(C)Sc1nc(-c2cccs2)nc2c1c(=O)n(C)c(=O)n2C	-1.5	2	1	-0.1
CCOC(=O)c1ccc2c(c1)[C@@H]1C=CC[C@@H]1[C@H](c1cccnc1)N2	0.4	9	-8	-0.1
CCOc1ccc(N(CC)S(=O)(=O)c2cc(Br)cc3c2N(C(C)=O)CC3)cc1	0.0	8	11	0.1
CCCOc1ccc(N2C(=O)CC(N(Cc3ccc4c(c3)OCO4)C(=S)NC)C2=O)cc1 (configuration not stated)	0.5	6	19	-0.2

As a working copy, part of the list above.
SMILES	GPR151 activ	MITF primary	TEAD-YAP inh	FBW7 act
CC(C)NC(=O)[C@@H]1C[C@H](NCc2ccncc2)CN1C/C=C/c1ccccc1	0.9	-11	1	0.1
CCCCC1(C(=O)OC)NC(c2ccc(O)cc2)C2C(=O)N(c3ccccc3)C(=O)C21 (configuration not stated)	0.6	8	10	0.1
COc1ccc(CN2CCC(n3nccc3NC(=O)C3CC3)CC2)c(OC)c1OC	0.7	-4	5	0.1
CCOc1ccc(-n2c(SC)nc3c(sc(=S)n3-c3ccc(CC)cc3)c2=O)cc1	0.1	-8	-8	0.1
COc1ccccc1/C=C/C=N/NC(=O)CCC1C(=O)NN=C1C (configuration not stated)	-1.3	2	9	0.0
CCOCCCNC(=O)C(NC(=O)CNC(C)=O)c1ccc(C)cc1 (configuration not stated)	-0.3	-1	7	0.0
COc1ccc(-c2nc(-c3ccccc3)c(-c3cccs3)[nH]2)c(OC)c1	1.1	5	0	0.0
CC(O)CNc1nc2ccccc2n1CC(=O)NC(c1ccccc1)c1ccccc1 (configuration not stated)	0.5	7	-4	0.1
O=C(NCCc1nnc2n1CCN(Cc1ccccc1F)CC2)C1CCC1	1.3	0	0	-0.1
Cc1cc(=O)c(C(=O)O)nn1-c1cccc(C(F)(F)F)c1	-0.4	5	5	0.0
COCCOC(=O)C1=C(C)Nc2nnnn2C1c1ccc(O)cc1 (configuration not stated)	-1.2	5	-1	0.1
CSc1ccccc1N=CC1=C(O)CC(C)(C)CC1=O	1.7	-11	2	-0.1
O=C(CSc1n[nH]c(-c2ccccc2)n1)N1CCCCC1	-2.0	4	-29	0.0
Cc1cc(-c2cc(F)cc3c2OC(CNC(=O)c2n[nH]c(=O)[nH]2)C3)ccc1F (configuration not stated)	-0.1	-7	7	-0.1
CCOc1ccc(NS(=O)(=O)c2ccc(C)c(N)c2)cc1	1.8	4	7	-0.1

Continuation:
SMILES	GPR151 activ	MITF primary	TEAD-YAP inh	FBW7 act
CC1Cc2ccccc2N1C(=O)c1sc2nc3cc4c(cc3cc2c1N)OCCO4 (configuration not stated)	1.2	-6	3	0.1
CCCCCCc1cc2cc(C(N)=O)c(=Nc3cccc(C)c3)oc2cc1O	0.1	4	3	0.3
COc1ccc(NC(=O)CC(NCc2ccccn2)C(=O)O)cc1 (configuration not stated)	3.7	110*	-15	-0.2
O=C(COC(=O)c1cc2ccccc2o1)Nc1ccc(Br)cc1	0.0	-9	-6	0.5
CC(=O)N(C)c1ccc(NS(=O)(=O)c2ccc(C)cc2)cc1	-0.4	-5	4	0.2
COc1cccc(C=Nc2ccc(S(=O)(=O)N3CCOCC3)cc2)c1O	0.5	-11	2	0.0
Cc1ccccc1C(=O)Nc1nnc(SC(C)C)s1	-0.9	-5	-33	0.0
O=C(Nc1nc(-c2cccs2)cs1)c1cccc([N+](=O)[O-])c1	0.3	17	-16	0.7
O=C(O)CCC(=O)Nc1ccc(-c2nnc(-c3ccco3)o2)cc1	1.5	11	-4	0.0
CCOc1ccc(-c2[nH]nc3c2C(c2c(F)cccc2Cl)C(C#N)=C(N)O3)cc1OC (configuration not stated)	-0.8	-6	7	0.0
CC1(C)Nc2ccccc2C(=O)N1c1cccc(C(F)(F)F)c1	-1.0	12	-16	0.1
COc1ccc(C2SCC(=O)N2CCN2CCCCC2)cc1OC (configuration not stated)	-1.5	15	0	0.1
CS(=O)(=O)c1ccc2nc(NC(=O)COc3ccccc3[N+](=O)[O-])sc2c1	0.2	-16	-58	0.0
COc1ccc(-c2c(C)c3ccc(OCCN4CCOCC4)cc3oc2=O)cc1OC	1.1	7	2	0.2
CCN1CCN(C(c2cccs2)C(C)NC(=O)c2cccc(OC)c2)CC1 (configuration not stated)	3.3	19	17	-0.2
Cc1cc(OCC(=O)Nc2nc(C(C)(C)C)cs2)ccc1[N+](=O)[O-]	1.0	2	-9	-0.3
Cc1ccc(S(=O)(=O)N(CC(N)=O)Cc2c(Cl)cccc2Cl)cc1	0.7	16	10	-0.1
COc1ccccc1-n1c(C)nc2cc(C(=O)NCc3ccc4c(c3)OCO4)ccc21	-0.9	-19	-6	0.1
CCSCCOC(=O)C1=C(C)N(C)C(=O)NC1c1ccccc1I (configuration not stated)	0.4	-6	-2	0.0
Cc1noc(C)c1-c1nc2c(Nc3ccc(N4CCOCC4)cc3)ncnc2n1C(C)C	-2.1	11	-3	0.0
COc1ccc(/C=N/NC(=O)c2ccccc2[N+](=O)[O-])c(OC)c1	-0.7	-4	1	-0.1
O=C(NCC(O)Cn1c2ccccc2c2ccccc21)NC1CCCCC1 (configuration not stated)	0.1	0	1	0.0
C=CCn1c(NCc2ccc(Cl)cc2)cc(=O)n(C)c1=O	1.6	1	1	-0.1
COc1cccc(NC(=O)c2ccc(NC(=O)c3cccc(C)c3)cc2)c1	1.2	-1	-4	-0.1
CCCc1ccc(-c2ccc(C(=O)Oc3ccc(OC)cc3)cc2)nc1	0.6	5	4	0.2
O=C(Cn1cnc2c(oc3ccccc32)c1=O)Nc1ccc(F)cc1	0.2	-6	-3	0.2
COc1ccc(N2CCN(C(=O)c3cccc(Br)c3)CC2)cc1	-1.9	2	-14	-0.1
Cc1ccc(-c2nc(N(C)Cc3ccccc3)c3ccccc3n2)cc1	-2.3	2	-4	0.0
CCOc1ccccc1Nc1ncnc2ccc(Br)cc12	-0.7	1	4	0.3
CCOc1ccccc1N(C)C(=O)c1cc(S(=O)(=O)NCc2ccc(C)cc2)ccc1F	0.7	-11	4	-0.1
C=CCN1C(=O)C(O)=C(C(C)=O)C1c1ccccc1F (configuration not stated)	1.0	32	0	0.2
c1ccc(C2CC(c3cccc4ccccc34)n3ncnc3N2)cc1 (configuration not stated)	1.5	9	12	0.1
COc1ccc(N(CC(=O)Nc2cccnc2)S(C)(=O)=O)cc1OC	-0.4	9	-4	-0.2
C/C(N)=C(/C#N)C(=O)COC(=O)c1ccccc1O	-1.5	8	8	-0.1
COc1ccccc1NC(=O)C1=C(C)NC(SCC(=O)Nc2cccc(Cl)c2)=C(C#N)C1c1ccco1 (configuration not stated)	1.2	4	4	0.5
Cc1ccc(C(=O)O)cc1NC(=O)c1cccc([N+](=O)[O-])c1C	1.6	-9	8	-0.4
CCCn1c(C)cc(C(=O)COC(=O)c2ccc(S(=O)(=O)C(F)F)cc2)c1C	-0.4	7	9	0.3
O=S(=O)(NCCOc1cc(N2CCCC2)ncn1)c1ccc(F)c(Cl)c1	-0.2	16	1	0.5
O=C(CC(C(=O)O)N1CCOCC1)Nc1ccc(F)cc1 (configuration not stated)	-0.5	0	5	0.0
COc1ccccc1NC(=O)NC(C)(C)CC(C)(C)C	-2.1	-8	-9	-0.1
COc1ccc(-n2c(C)cc(/C=N\NC(=O)c3nonc3N)c2C)cc1	-0.5	-7	-17	0.5
CCNC(=O)CCc1nc(-c2ccccc2C)no1	-2.8	6	-1	-0.1
CCCCN(CCCC)C(=O)CSc1nc2ccccc2[nH]1	0.6	-5	2	0.1
CCOc1ccc(/C(O)=C2/C(=O)C(=O)N(CCN(CC)CC)C2c2ccc(Br)cc2)c(C)c1 (configuration not stated)	-0.5	11	7	-0.1
CCc1nc(N2CCCC2)c2c3c(sc2n1)CCC3	-1.7	7	-6	0.0
CCCn1c(=O)c2c(nc3n(-c4ccccc4CC)c(C)c(C)n23)n(C)c1=O	-1.3	13	7	0.3
COCCn1c(C)cc(O)c(C(c2ccccn2)N2CCN(C)CC2)c1=O (configuration not stated)	1.3	-6	2	0.0
CN1CCCCC1C(=O)NCC1Cc2cc(F)cc(-c3cncnc3)c2O1 (configuration not stated)	2.8	0	5	0.2
CCOc1cc(C(NC(=O)Cc2ccccc2)NC(=O)Cc2ccccc2)ccc1OCc1ccccc1	-1.0	-8	0	-0.2
CC1CCC(N2CCN(c3ncccn3)CC2)CC1 (configuration not stated)	0.4	-12	-7	-0.1
COc1cccc(C2C=C(c3ccc(C(C)C)cc3)Nc3nnnn32)c1OC (configuration not stated)	1.0	-12	-2	0.1
CC(=O)Oc1ccc(N(C(C)=O)S(=O)(=O)c2ccc(Cl)cc2)c2ccccc12	0.3	5	-18	0.1
CC(C)CC(NC(N)=O)C(=O)NCc1ccccc1Cl (configuration not stated)	-1.5	12	-13	0.3
COc1cc2c(cc1OC)C(C(=O)Nc1ccccn1)C1c3ccccc3CCN1C2=O (configuration not stated)	-0.5	10	1	-1.0
Cc1ccc(CNC(=O)c2ccc3c(c2)n(C)c(=O)c(=O)n3C)cc1	0.2	6	2	-0.1
Cc1nn(C)c(C(=O)N2Cc3ccccc3C(=O)N2)c1[N+](=O)[O-]	-0.2	3	-3	-0.1
O=c1[nH]c(=S)[nH]c(O)c1C=Nc1cc(Cl)cc(Cl)c1	0.0	-5	4	0.0
CCOc1ccc(-n2c(Cc3cc(=O)[nH]c(=O)[nH]3)n[nH]c2=S)cc1	-2.3	12	6	0.2
O=C(CCc1nnc(CCCCc2ccccc2)o1)NCC1CCCO1 (configuration not stated)	0.8	-3	2	-0.1
COC(=O)c1c(NC(=O)c2cnn3c(C(F)(F)F)cc(-c4ccc(OC)cc4)nc23)sc2c1CCC(C(C)(C)C)C2 (configuration not stated)	0.3	-1	-14	-0.2
O=C1c2oc3ccc(F)cc3c(=O)c2C(c2cccc(O)c2)N1Cc1ccccc1 (configuration not stated)	0.1	-12	1	-0.1
COc1ccc(NC(=O)c2ccc([N+](=O)[O-])cc2SCc2ccccc2)cc1	0.6	2	-10	-0.1
CN1C(=O)c2ccc(NC(=O)c3cccc(I)c3)cc2C1=O	-0.5	5	-11	0.0
